AmpC inh no detg: inhibitors of E. coli AmpC beta-lactamase without detergent; AmpC nitrocefin hydrolysis, absorbance 480 nm, 0.0001% Triton; Potency, µM (highest dose often 57.1 µM), for inactives: at the highest dose activity change, negative = inhibition, most hits filed as inhibitors; actives 0.52% (n = 330,000); AID 485341;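 further: potency means the concentration at half of the fitted maximal effect; plate controls were no compound for no effect and no enzyme for full effect; nearly all actives have a fitted effect of over 20% in size; some results filed as inactive show a strong effect at the top dose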
Target sequence (P00811 whole entry, looked up): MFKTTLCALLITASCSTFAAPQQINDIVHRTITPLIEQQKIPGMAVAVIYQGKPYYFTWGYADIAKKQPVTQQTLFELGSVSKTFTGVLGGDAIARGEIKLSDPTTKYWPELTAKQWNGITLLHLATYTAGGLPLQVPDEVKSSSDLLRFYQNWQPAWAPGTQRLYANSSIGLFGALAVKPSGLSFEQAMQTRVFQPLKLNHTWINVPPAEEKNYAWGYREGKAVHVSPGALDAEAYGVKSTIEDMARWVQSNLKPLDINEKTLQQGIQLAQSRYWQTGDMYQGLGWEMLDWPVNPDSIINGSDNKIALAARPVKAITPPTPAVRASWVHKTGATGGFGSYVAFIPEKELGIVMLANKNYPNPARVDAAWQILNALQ
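20 mM phosphate pH 7.0 + 0.01% (detergent screen) or 0.0001% Triton X-100; 5.3 nM AmpC reagent; cpd preinc 15 min RT; nitrocefin (800 uM stock) to start; A480 q20 s × 4 min; Activity was normalised to no-enzyme and no-compound control wells.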
AMA1-RON2 inh: inhibitors of Plasmodium falciparum AMA1-RON2 interaction. AlphaScreen AMA1-biotinylated RON2 peptide binding. Potency, µM (highest dose often 58.2 µM), inactives show at the top dose activity change, negative = inhibition, hits mostly inhibitors. actives 0.2% (n = 360,000);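 further: potency means the concentration at half of the fitted maximal effect; 0% = vehicle wells and -100% = peptide control; nearly all actives have a fitted effect of over 45% in size; some results filed as inactive show a strong effect at the top dose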
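AMA1 (3D7) with his tag at 25 nM final met compounds first, then biotinylated RON2 peptide at 25 nM; detection used donor plus acceptor beads, 10 µg/mL apiece, read by AlphaScreen after 30 min at room temperature.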
AmpC detergent: inhibitors of E. coli AmpC beta-lactamase with detergent | AmpC hydrolysis of nitrocefin, absorbance 480 nm, 0.01% Triton | Potency, µM (titrated, usually from 114 µM), for the others: at the highest dose activity change, negative = inhibition, hits mostly inhibitors | actives 0.041% (n = 370,000);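 further: potency means the concentration at half of the fitted maximal effect; 0% = no-compound wells and -100% = no-enzyme wells; nearly all actives have a fitted effect of over 25% in size; some results filed as inactive show a strong effect at the top dose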
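AmpC (5.3 nM in the dispensed reagent) in 20 mM phosphate pH 7.0 with 0.01% (detergent screen) or 0.0001% Triton X-100 was preincubated with compounds for 15 min at room temperature. Nitrocefin was then added from an 800 uM solution, and hydrolysis was followed at 480 nm.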
TbPYK inhibitor: blocks Trypanosoma brucei pyruvate kinase; Q57TT1; TbPYK enzyme, Kinase-Glo Plus ATP luminescence, 45 min; Potency, µM (doses to about 76.8 µM), for inactives: top-dose activity, negative = inhibition, usual class: inhibitors; actives 0.12% (n = 410,000); AID 624173; further: potency means the concentration at half of the fitted maximal effect; nearly all actives have a fitted effect of over 50% in size
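Assay buffer: 50 mM TEA pH 7.2, 100 mM KCl, 10 mM MgCl2, 0.05% BSA, 0.01% Tween-20. Pyruvate kinase from T. brucei plus substrate met compound, then ADP (130 uM final). Luminescence was read post 45 min RT.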
HCMV inh: blocks human cytomegalovirus replication; HFF cells, HCMV-luciferase reporter, 72 h; stronger effect = lower value; activity change, negative = inhibition, % at 57.5 µM; actives 4.5% (n = 410,000); in the data active means activity change below about -60%; inconclusive means no clear call, values can overlap the other calls; inactive means above about -39%
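Two-dose cell screen: HFF monolayers treated with compounds and infected with luciferase-expressing HCMV at 1 PFU/cell, 72 h at 37C, then lysed for luciferase measurement.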
LmPK inh: inhibitors of Leishmania mexicana pyruvate kinase. Potency, µM (top dose mostly 57.5 µM), for the others: at the highest dose activity change, negative = inhibition, usual class: inhibitors. actives 0.37% (n = 290,000). purified LmPK, Kinase-Glo ATP luminescence, 1 h. Q27686; further: potency means the concentration at half of the fitted maximal effect
Target sequence (Q27686 whole entry, looked up): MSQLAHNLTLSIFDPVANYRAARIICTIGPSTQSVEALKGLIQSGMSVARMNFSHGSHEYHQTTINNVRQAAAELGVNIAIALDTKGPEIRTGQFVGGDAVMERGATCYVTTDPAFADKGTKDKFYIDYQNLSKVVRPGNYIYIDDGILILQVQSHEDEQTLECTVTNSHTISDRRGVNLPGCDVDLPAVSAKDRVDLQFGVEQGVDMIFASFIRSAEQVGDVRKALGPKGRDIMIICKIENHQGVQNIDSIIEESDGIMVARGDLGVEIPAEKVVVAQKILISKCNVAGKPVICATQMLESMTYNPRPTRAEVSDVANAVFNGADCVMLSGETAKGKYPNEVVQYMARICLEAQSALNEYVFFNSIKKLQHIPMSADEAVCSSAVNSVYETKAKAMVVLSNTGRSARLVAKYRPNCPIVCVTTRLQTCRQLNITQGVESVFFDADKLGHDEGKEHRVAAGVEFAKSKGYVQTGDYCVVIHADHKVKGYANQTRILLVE
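Purified LmPK (0.1 nM) converted ADP (0.1 mM) to ATP with PEP (0.5 mM) in imidazole buffer pH 7.2 with KCl and MgCl2, 1 h at room temperature. ATP was read by Kinase-Glo luminescence; data normalized to uninhibited and no-enzyme controls.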
HCV inh: HCV inhibition | Huh7.5.1 HCVcc-Cre infection, luciferase reporter, 44 h | actives 3.4% (n = 340,000) | AID 651820 | Potency, µM (series often up to 41.8 µM), for the others: at the top dose activity change, negative = inhibition, usual class: inhibitors; further: potency means the concentration at half of the fitted maximal effect
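Luciferase read-out (15 sec integration) after a 15 min room-temperature substrate step quantifies HCVcc-Cre infection. Cells, 1,000 per well, had compound added 4 h post-plating, then virus at ~0.5 moi, and were cultured 44 h.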
* = called active by the depositor; u = inconclusive; x = no result given; [ ] = remark or other dose. Unless noted, the call rests on the fitted dose curve; in most records, active means well fitted curve in the direction sought with a large enough effect; inconclusive means small, poorly fitted or top-dose-only effect, or another doubt; inactive means no such curve, though single readings can be large; an effect the other way counts as inactive or inconclusive. Unless noted, on the % scale 0 is the no-effect control and ±100 the full control effect. Random draw from the library; 7.5% or so of the library scored in one or more.

The first 4 compounds as a preview:
SMILES | AmpC inh no detg | AMA1-RON2 inh | AmpC detergent | TbPYK inhibitor | HCMV inh | LmPK inh | HCV inh
CCOC(=O)[C@H]1NN=C(C(=O)OC)[C@@H]1c1ccccc1 | -7.8% | 31.3% | -4.6% | -9.2% | -31.1 | 0.4% | u
CC(CNC1CCCCC1)OC(=O)c1ccc([N+](=O)[O-])cc1 (stereo not drawn) | x | 12.9% | x | -1.2% | -22.5 | x | 25.2%
O=C(Nc1ccccc1)Nc1ccccc1C(=O)NCCCN1CCOCC1 | -26.1% | -0.4% | -3.9% | -3.3% | 9.8 | -29.5% | 13.8%
Cc1cc(C)n2nc(S(=O)(=O)Nc3c(Cl)cccc3Cl)nc2n1 | -8.6% | -9.9% | -10.4% | 1.0% | 3.0 | -0.8% | 4.8%

Results, previewed entries included:
SMILES | AmpC inh no detg | AMA1-RON2 inh | AmpC detergent | TbPYK inhibitor | HCMV inh | LmPK inh | HCV inh
CCOC(=O)[C@H]1NN=C(C(=O)OC)[C@@H]1c1ccccc1 | -7.8% | 31.3% | -4.6% | -9.2% | -31.1 | 0.4% | u
CC(CNC1CCCCC1)OC(=O)c1ccc([N+](=O)[O-])cc1 (stereo not drawn) | x | 12.9% | x | -1.2% | -22.5 | x | 25.2%
O=C(Nc1ccccc1)Nc1ccccc1C(=O)NCCCN1CCOCC1 | -26.1% | -0.4% | -3.9% | -3.3% | 9.8 | -29.5% | 13.8%
Cc1cc(C)n2nc(S(=O)(=O)Nc3c(Cl)cccc3Cl)nc2n1 | -8.6% | -9.9% | -10.4% | 1.0% | 3.0 | -0.8% | 4.8%
COc1cc(C(O)c2nc(-c3cccc(C#N)c3)cs2)ccc1F (stereo not drawn) | x | 7.3% | x | -0.5% | -38.5 | x | x
CCOC(=O)c1ccc(N2C(=O)C(C)=C(C)C2=O)cc1 | 4.3% | -6.7% | u | -7.7% | 1.5 | -3.0% | -6.2%
CSCCC(NS(=O)(=O)c1ccc(Cl)c(Cl)c1)C(=O)O (stereo not drawn) | -32.4% | -7.5% | 1.2% | 3.7% | 101.7 | -2.0% | 13.9%
CCC1SC(CC)C(=O)N(CC(=O)NCc2ccc(F)cc2)C1=O (stereo not drawn) | -12.0% | -4.7% | 5.6% | -1.2% | -33.4 | -1.3%[11.5 µM] | 22.0%
CC(=O)C(C)Sc1nnc(-c2ccccc2F)n1C1CC1 (stereo not drawn) | -1.3% | 7.4% | -10.2% | -8.6% | u | 7.8% | 2.3%
CC(C)N(Cc1ccccc1)C(=O)c1cnc2n(c1=O)CCS2 | -6.7% | 1.6% | u | -2.0% | 30.8 | 3.0% | -0.2%
COc1ccc(Cl)cc1C(=O)OCC(=O)Nc1sccc1C(N)=O | -17.3% | -21.0% | x | 4.9% | u | x | 7.9%
N#CCCN(Cc1ccccc1)C(c1ccnc2ccccc12)c1nnnn1-c1ccc2c(c1)OCCO2 (stereo not drawn) | x | 8.4% | x | 2.7% | 5.0 | x | x
Cc1ccc(C(=O)NCCOc2cccc3cccnc23)cc1Cl | -8.0% | -8.9% | -8.3% | 0.3% | -37.6 | 7.3% | -0.8%
CCCCCN(C(=O)CN1CCC(Cc2ccccc2)CC1)c1c(N)n(CCCC)c(=O)[nH]c1=O | -14.8% | -1.8% | -4.0% | 4.4% | 46.0 | 4.8% | u
COc1cc(C=O)c(Cl)cc1OCC(N)=O | -15.8% | -2.8% | -7.9% | 0.2% | -19.7 | 0.6% | 10.0%
CC(=O)c1cc2c(cc1NC(=O)c1c(-c3ccccc3)noc1C)OCO2 | -38.9% | 0.8% | -6.3% | -1.9% | -0.9 | 3.3% | 22.2%
CCOc1ccc(N2C(=O)Nc3ccccc3C2(O)C(=O)NCc2ccc(F)cc2)cc1 (stereo not drawn) | -20.6% | -5.2% | 4.0% | -2.0% | -0.4 | 2.0% | u
COc1ccc(CCNC(=O)COC(=O)/C=C/c2ccc3c(c2)OCO3)cc1 | -13.8% | -5.8% | x | 0.8% | 20.9 | x | -4.9%
CC1CN(S(=O)(=O)c2ccc(C(=O)Nc3ccc(S(=O)(=O)Nc4ncccn4)cc3)cc2)CC(C)O1 (stereo not drawn) | -13.0% | -5.9% | u | -9.2% | 11.1 | 2.6% | 19.2%
Cc1ccc(NS(=O)(=O)c2c(C)[nH]c(C)c2C(=O)N2CCCCC2)cc1C | 4.8% | -2.8% | -0.3% | -3.4% | -15.0 | 2.6% | 14.6%
O=Cc1cccn1Cc1ccccc1[N+](=O)[O-] | -16.8% | 7.8% | 3.6% | 0.2% | -35.8 | -0.8% | 5.9%
COc1ccccc1OCC(=O)N1CCCC(N(C)Cc2ccccc2)C1 (stereo not drawn) | 45.7% | 0.0% | -3.7% | -3.7% | 2.4 | 3.0% | -11.3%
CCCCNS(=O)(=O)c1ccc2nc(SCC(=O)Nc3ccccc3)[nH]c2c1 | -29.7% | 12.5% | -6.1% | -14.8% | u | 1.5% | u
CCc1ccccc1NC(=O)C(NS(=O)(=O)c1ccc2c(c1)CCC(=O)N2)c1ccccc1 (stereo not drawn) | x | x | 10.3% | -3.2% | -15.1 | x | x
O=C1c2ccccc2C(=O)N1Cc1ccco1 | -12.4% | 13.1% | -7.4% | 1.6% | -9.4 | -9.3% | 11.0%
CS(=O)(=O)N(CC(=O)N1CCCCC1)c1cccc(F)c1 | -6.4% | -2.6% | -6.9% | -2.1% | -31.2 | 4.5% | 1.0%
N#Cc1ccc(CSc2ccc(S(=O)(=O)N3CCCC3)cn2)cc1 | -9.7% | 7.4% | 1.2% | -7.1% | -4.9 | x | u
O=C(COc1ccc2ccccc2c1)N1CCN(Cc2c[nH]c3ccccc23)CC1 | 102.4%[activator] | -28.9% | -10.2% | 0.4% | 40.7 | -2.6% | u
N/C(=N\OC(=O)CC1CCCCC1)c1ccc(Br)cc1 | -13.1% | 22.9% | 5.3% | -6.5% | u | -1.0% | 39.6%[activator]
COc1ccc(NC(=O)CSc2nnc3ccc(-c4cccnc4)nn23)cc1OC | -6.1% | 5.6% | -3.7% | 3.8% | -6.2 | x | 9.3%
Cc1ccc(CC(=O)Nc2ccc(OC(F)F)c(Cl)c2)cc1C | -24.7% | -17.6% | -0.7% | 4.1% | -38.3 | 1.8% | -1.2%
CCOC(=O)C1CCCN(C(=O)c2ccncc2)CC1 (stereo not drawn) | x | 15.1% | x | 4.2% | 4.4 | x | x
Cc1c(C)n(O)c2ccc3nonc3c12 | -34.9% | -0.2% | -1.6% | -7.7% | -40.0 | -1.4% | -33.9%
C=CCNc1nnc(SCC(=O)Nc2ccccc2OC)c2ccccc12 | -21.5% | 0.7% | -7.4% | 0.7% | 2.6 | 1.1% | u
Cc1cccc(Nc2nc(NCC3CCCO3)nc(N)c2[N+](=O)[O-])c1 (stereo not drawn) | -24.4% | 23.2% | u | 8.7% | 7.5 | 4.3% | 3.6%
COc1cccc(-c2nc3c(c(SCC(=O)N4CCOCC4)n2)Cc2c(CO)cnc(C)c2O3)c1 | 56.1% | -12.3% | 2.4% | 1.3% | x | 6.7% | 11.2µM*
N#C/C(=C/c1ccco1)c1nc2ccccc2s1 | -2.8% | -1.8% | 12.2% | 5.6% | 194.8 | -24.1% | u
O=c1cc(CN2CCN(Cc3ccccc3)CC2)c2cc3c(cc2o1)CCC3 | 27.4% | -22.8% | -3.5% | 2.2% | 16.4 | 8.3% | u
COc1ccccc1C(CNc1ncccc1[N+](=O)[O-])N(C)C (stereo not drawn) | 21.3% | -0.6% | 9.1% | -2.4% | 15.3 | -6.8% | 7.4%
CCCN(C(=O)Cn1c(C(F)(F)F)nc2ccccc21)C1CCS(=O)(=O)C1 (stereo not drawn) | -29.1% | -9.1% | u | 5.3% | -31.6 | x | -8.4%
O=C(Nc1ccc2nc(-c3cccnc3)[nH]c2c1)c1ccco1 | -3.7% | 7.0% | u | 1.9% | -67.0* | -4.8% | -18.8%
CCOC(=O)c1ccc(NC(=O)c2nc[nH]c2C(=O)NCCNC(=O)c2[nH]cnc2C(=O)Nc2ccc(C(=O)OCC)cc2)cc1 | -17.7% | 89.8%[activator] | x | -0.5% | -20.0 | x | 9.7%
NS(=O)(=O)c1cc(C(=O)NC2CCSc3ccccc32)ccc1Cl (stereo not drawn) | -24.8% | -1.0% | u | 0.6% | -18.3 | 5.9% | -5.4%
CCOc1ccccc1NC(=O)N1CCN(Cc2nc3ccc(C)cc3o2)CC1 | x | x | 10.1% | -1.4% | -4.2 | x | x
[O-]c1c[n+](-c2ccccc2)no1 | -9.3% | 3.0% | 0.5% | -6.7% | 15.0 | -0.1% | 1.2%
C#CC(CC)(CC)NC(=O)/C=C/C(=O)O | -0.9% | -8.1% | -9.1% | -3.2% | -2.6 | -10.1% | 23.2%
c1coc(CNCc2cccs2)c1 | -11.2% | 7.0% | -1.6% | 3.4% | -7.8 | -4.2% | 34.9%[activator]
C/C(=N\NC(=O)Cn1ccc(C(F)(F)F)n1)c1ccco1 | -12.9% | 37.2%[activator] | -6.9% | 7.4% | 36.7 | -0.1% | -3.8%
CC(=O)Nc1ccc(S(=O)(=O)N2CCC(N3CCCCCC3)CC2)cc1 | -21.1% | u | -12.8% | -16.0% | 61.6 | 6.2% | 21.0%
COc1ccc(S(=O)(=O)N2CCN(CCCOc3ccc(F)cc3)CC2)cc1OC | 150.4%[activator] | 10.0% | 1.0% | -6.4% | u | -2.0% | 11.2µM*
CN(C(=O)COC(=O)CCC(=O)c1ccc(Cl)cc1)c1c(N)n(Cc2ccccc2)c(=O)[nH]c1=O | 139.5%[activator] | u | -7.8% | -1.3% | -29.2 | x | 16.2%
COc1ccc2c(c1)c1c(c(=O)n(-c3ccc(OC)c(OC)c3)c(=O)n1Cc1ccc(C)cc1)n2C | x | x | 0.9% | 4.9% | 12.0 | x | x

Reformatted with values under each structure: part of the list above.
Order of results: AmpC inh no detg | AMA1-RON2 inh | AmpC detergent | TbPYK inhibitor | HCMV inh | LmPK inh | HCV inh
- CCOC(=O)C1CCCN(C(=O)c2ccncc2)CC1 (stereo not drawn)
 : x | 15.1% | x | 4.2% | 4.4 | x | x
- Cc1c(C)n(O)c2ccc3nonc3c12
 : -34.9% | -0.2% | -1.6% | -7.7% | -40.0 | -1.4% | -33.9%
